M5 PAM: positive allosteric modulators of human muscarinic M5 receptor | P08912 | CHO-K1 hM5, Fluo-8 calcium, ACh EC20 PAM; 0% = ACh EC20, 100% = ACh EC100 | activation, % at 3 µM | hit rate 0.3% among 360,000;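 active = activation above the run cutoff, the mean activation of all test compounds plus 3 SD, cut at about 18% in these data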
Target sequence (P08912 whole entry, looked up): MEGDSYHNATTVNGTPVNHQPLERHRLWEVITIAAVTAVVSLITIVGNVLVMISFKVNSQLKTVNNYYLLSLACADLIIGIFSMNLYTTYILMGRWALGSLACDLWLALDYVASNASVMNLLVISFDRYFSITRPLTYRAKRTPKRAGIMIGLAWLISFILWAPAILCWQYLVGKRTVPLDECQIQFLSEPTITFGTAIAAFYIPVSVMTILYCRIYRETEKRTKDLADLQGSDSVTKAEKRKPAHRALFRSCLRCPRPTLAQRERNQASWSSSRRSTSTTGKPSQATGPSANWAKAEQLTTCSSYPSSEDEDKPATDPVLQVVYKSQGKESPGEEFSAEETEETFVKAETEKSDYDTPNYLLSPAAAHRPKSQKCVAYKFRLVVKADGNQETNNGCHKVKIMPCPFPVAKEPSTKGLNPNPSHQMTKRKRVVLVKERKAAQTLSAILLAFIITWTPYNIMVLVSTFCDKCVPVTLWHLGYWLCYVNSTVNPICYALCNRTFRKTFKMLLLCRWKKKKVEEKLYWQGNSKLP
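System: CHO-K1 cell line with stable human muscarinic M5 receptor expression | Also added: EC20 acetylcholine as agonist stimulus | Compound: One concentration, 3 µM final (nominal) | Timing: Fluo-8 loading 80 min at 37 °C plus 30 min room temperature | Measured by: Fluo-8 calcium dye fluorescence, kinetic read | Read-out basis: % activation, ACh-normalized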
M1 PAM: human CHRM1 positive allosteric modulation. CHO-K1 hM1, Fluo-8 calcium fluorescence, ACh EC20; 0% = ACh EC20, 100% = maximal ACh. activation, % at 3 µM. hit rate 0.088% among 360,000. AID 588819; in the data active = activation above about 19%, passing the limit was not always enough
CRFBP-R2 agonist: agonists of human CRF-binding protein/CRF-R2 receptor complex. HEK293 CRF-R2/CRF-BP, calcium dye fluorescence (FLIPR); percent of saturating CRF peptide response. activation, % at 13.2 µM. hit rate 0.46% among 350,000. AID 588473;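 active = activation of at least 50%, plus an integration ratio under a set limit after plate pattern correction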;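 also: plate controls were neutral control wells without compound for no effect and CRF at EC100 for full effect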
M5 antag: blocks acetylcholine activation of human M5 receptor; P08912; CHO-hM5 cells, Fluo-8 calcium fluorescence, ACh EC80; inhibition, % at 3 µM; hit rate 0.59% among 360,000;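 active = inhibition above a per-plate cutoff, the mean of that plate's test compounds plus 3 SD, cut at about 27% in these data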;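 also: 0% = acetylcholine EC80 with DMSO and 100% = DMSO without agonist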
CHRM4 agonist: CHRM4 agonism in calcium assay; P08173; CHO-K1 hM4/Gqi5, Fluo-8 calcium fluorescence; vehicle 0%, full acetylcholine response 100%; activation, % at 3 µM; hit rate 0.14% among 360,000;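 active = activation above the run mean over all test wells plus 3 SD, cut at about 32% in these data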;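 also: peak over basal fluorescence ratio per well then scaled between controls; 0% = DMSO wells and 100% = acetylcholine at EC100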
Target sequence (P08173 whole entry, looked up): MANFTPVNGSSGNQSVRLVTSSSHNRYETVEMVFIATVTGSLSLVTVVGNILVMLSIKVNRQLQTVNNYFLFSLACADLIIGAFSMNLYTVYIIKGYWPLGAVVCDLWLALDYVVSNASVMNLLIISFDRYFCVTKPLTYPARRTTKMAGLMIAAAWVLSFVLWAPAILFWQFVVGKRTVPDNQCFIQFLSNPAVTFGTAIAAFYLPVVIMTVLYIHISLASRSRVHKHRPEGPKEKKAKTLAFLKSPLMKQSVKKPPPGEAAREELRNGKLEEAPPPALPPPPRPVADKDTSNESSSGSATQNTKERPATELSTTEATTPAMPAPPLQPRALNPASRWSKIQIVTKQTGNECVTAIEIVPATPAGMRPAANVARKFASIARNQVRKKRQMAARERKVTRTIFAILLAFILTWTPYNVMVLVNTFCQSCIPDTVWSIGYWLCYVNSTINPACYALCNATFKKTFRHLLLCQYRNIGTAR
CHRM5 agonist: agonists of human muscarinic M5 receptor (CHRM5). P08912. CHO-K1 hM5 cells, Fluo-8 calcium fluorescence; 0% DMSO wells, 100% maximal acetylcholine response. activation, % at 3 µM. hit rate 0.19% among 360,000. AID 624037;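 active = activation above the run's mean over test compounds plus 3 SD, cut at about 23% in these data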;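 also: signal is peak over basal fluorescence ratio across the kinetic read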
M4 PAM: potentiates acetylcholine response at human M4 receptor. P08173. CHO-K1 hM4/Gqi5, Fluo-8 calcium fluorescence, ACh EC20; 0% = ACh EC20, 100% = maximal ACh. activation, % at 3 µM. hit rate 0.4% among 360,000;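 active = activation above its plate's cutoff, the mean activation of sample wells plus 3 SD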; also: some results filed as inactive read as strong as hits
CRFBP-R2 block: antagonists of CRF-binding protein/CRF-R2 receptor complex. HEK293 CRF-R2/CRF-BP, CRF-induced calcium fluorescence. inhibition, % at 11.8 µM. hit rate 0.59% among 350,000. AID 588475;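 active = inhibition of the ligand-induced calcium signal above about 50% at the single tested concentration, limit read from the data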
CHRM4 antagonist: blocks acetylcholine activation of human M4 receptor | P08173 | CHO-hM4 cells, ACh EC80, Fluo-8 calcium fluorescence | inhibition, % at 3 µM | hit rate 0.73% among 360,000 | AID 624125;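 active = inhibition above its plate's cutoff, the mean inhibition of sample wells plus 3 SD, cut at about 27% in these data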;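 also: 0% = acetylcholine EC80 with DMSO and 100% = DMSO without agonist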
Active calls of the source: *; & = joins results of further samples.

Results for CCN(CC)S(=O)(=O)c1ccc(N2CCOCC2)c(NC(=O)c2cc(=O)[nH]c3ccccc23)c1 ?
M5 PAM: -1; M1 PAM: 4; CRFBP-R2 agonist: 0.1; M5 antag: 1; CHRM4 agonist: 3; CHRM5 agonist: 6; M4 PAM: 2; CRFBP-R2 block: 3; CHRM4 antagonist: -9

Results for COc1cccc(-n2cnc3cccc(N)c32)c1 ?
M5 PAM: -7; M1 PAM: 23; CRFBP-R2 agonist: 3.0; M5 antag: 6; CHRM4 agonist: 2; CHRM5 agonist: 1; M4 PAM: 3; CRFBP-R2 block: -7; CHRM4 antagonist: 7

What do the screens show for `C(#Cc1ccccc1)CN1CCN(c2ccccn2)CC1`?
M5 PAM: -2&0; M1 PAM: 2&4; CRFBP-R2 agonist: 2.9&-0.5; M5 antag: 1&5; CHRM4 agonist: 3&3; CHRM5 agonist: 0&-3; M4 PAM: -2&-4; CRFBP-R2 block: 2&19; CHRM4 antagonist: -1&-6

Results for CCOc1ccc(CCNC(=O)COC(=O)Cn2cnc3ccccc3c2=O)cc1OCC ?
M5 PAM: 4; M1 PAM: 11; CRFBP-R2 agonist: -1.4; M5 antag: -2; CHRM4 agonist: 1; CHRM5 agonist: -6; M4 PAM: 2; CRFBP-R2 block: 14; CHRM4 antagonist: -4

How did CN(C)CCCOC(=O)c1ccc(Br)cc1 do in these assays?
M5 PAM: 6; M1 PAM: 1; CRFBP-R2 agonist: 2.3; M5 antag: -11; CHRM4 agonist: 1; CHRM5 agonist: -11; M4 PAM: -1; CRFBP-R2 block: -9; CHRM4 antagonist: -2

Results for O=C(/C=C/c1ccc2c(c1)OCO2)Nc1c(C(=O)O)[nH]c2ccccc12 ?
M5 PAM: -2; M1 PAM: -5; CRFBP-R2 agonist: -0.9; M5 antag: 6; CHRM4 agonist: -1; CHRM5 agonist: -1; M4 PAM: -6; CRFBP-R2 block: -11; CHRM4 antagonist: 21

What do the screens show for `CC(=O)Nc1ccccc1NC(=O)C/C(C)=N/NC(=O)C1CCCCC1`?
M5 PAM: 0; M1 PAM: 10; CRFBP-R2 agonist: 4.4; M5 antag: 2; CHRM4 agonist: 0; CHRM5 agonist: -2; M4 PAM: -5; CRFBP-R2 block: -52; CHRM4 antagonist: 1

Results for CS(=O)(=O)c1ccc(C(=O)Nc2ccccc2Cl)cc1 ?
M5 PAM: -5; M1 PAM: 3; CRFBP-R2 agonist: -2.2; M5 antag: 2; CHRM4 agonist: 1; CHRM5 agonist: -4; M4 PAM: -3; CRFBP-R2 block: -4; CHRM4 antagonist: 3

How did COC(=O)C1=CN(c2ccccc2OC)C(N)=C(C#N)C1c1cccc([N+](=O)[O-])c1 (configuration not stated) do in these assays?
M5 PAM: -4; M5 antag: 6; CHRM4 agonist: 3; CHRM5 agonist: 0; M4 PAM: -4; CHRM4 antagonist: -1

How did O=C(Cn1nnc2ccccc21)NC1CCCCC1 do in these assays?
M5 PAM: 0; M1 PAM: 2; CRFBP-R2 agonist: -0.2; M5 antag: 0; CHRM4 agonist: 1; CHRM5 agonist: -3; M4 PAM: 2; CRFBP-R2 block: -25; CHRM4 antagonist: -12

What do the screens show for `CCCCn1c(Nc2ccccc2)nc2ccccc21`?
M5 PAM: 5; M1 PAM: 6; CRFBP-R2 agonist: -0.1; M5 antag: -4; CHRM4 agonist: 0; CHRM5 agonist: -2; M4 PAM: 8; CRFBP-R2 block: -31; CHRM4 antagonist: 4

What do the screens show for `COc1cc(C2c3c(oc4ccccc4c3=O)C(=O)N2c2nccs2)ccc1O` (configuration not stated)?
M5 PAM: 4; M1 PAM: 6; CRFBP-R2 agonist: 0.3; M5 antag: 12; CHRM4 agonist: 4; CHRM5 agonist: -6; M4 PAM: -1; CRFBP-R2 block: -11; CHRM4 antagonist: 14

How did O=C(COC(=O)/C=C/c1ccccc1[N+](=O)[O-])NCC1CCCO1 (configuration not stated) do in these assays?
M5 PAM: 4; M1 PAM: 6; CRFBP-R2 agonist: -1.6; M5 antag: 5; CHRM4 agonist: 0; CHRM5 agonist: 1; M4 PAM: 4; CRFBP-R2 block: 6; CHRM4 antagonist: -2

How did Cc1ccc(C(O)CCc2ccc(N)cc2)cc1 (configuration not stated) do in these assays?
M5 PAM: -3; M1 PAM: 9; CRFBP-R2 agonist: -2.1; M5 antag: 5; CHRM4 agonist: 0; CHRM5 agonist: -4; M4 PAM: 1; CRFBP-R2 block: 6; CHRM4 antagonist: -1

Results for Cc1cc(OC(=O)c2ccccc2C(F)(F)F)c([N+](=O)[O-])c(=O)[nH]1 ?
M5 PAM: 7; M1 PAM: 7; CRFBP-R2 agonist: 2.4; M5 antag: -5; CHRM4 agonist: 1; CHRM5 agonist: 2; M4 PAM: 7; CRFBP-R2 block: 7; CHRM4 antagonist: -9

Results for Cc1cccc(NC(=O)c2sc3ncn(CC(=O)N4CCN(c5ccccn5)CC4)c(=O)c3c2C)c1 ?
M5 PAM: -6; M1 PAM: -10; CRFBP-R2 agonist: 0.3; M5 antag: 10; CHRM4 agonist: 2; CHRM5 agonist: -2; M4 PAM: -3; CRFBP-R2 block: -10; CHRM4 antagonist: -4

What do the screens show for `O=C(NNC1CC(=O)N(c2ccccc2)C1=O)c1ccco1` (configuration not stated)?
M5 PAM: -3; M1 PAM: -1; CRFBP-R2 agonist: -1.0; M5 antag: 1; CHRM4 agonist: 0; CHRM5 agonist: -2; M4 PAM: -4; CRFBP-R2 block: 11; CHRM4 antagonist: 4

Results for Cc1ccc(N(C(=O)Cc2cccs2)C(C(=O)NCC2CCCO2)c2ccncc2)cc1 (configuration not stated) ?
M5 PAM: -8; M1 PAM: 6; CRFBP-R2 agonist: 2.1; M5 antag: 4; CHRM4 agonist: 4; CHRM5 agonist: -1; M4 PAM: 1; CRFBP-R2 block: -1; CHRM4 antagonist: -3

What do the screens show for `C1CCC(CNc2c3c(nc4nnnn24)CCCC3)CC1`?
M5 PAM: 4; M1 PAM: 6; CRFBP-R2 agonist: -1.3; M5 antag: -6; CHRM4 agonist: 0; CHRM5 agonist: -4; M4 PAM: 0; CRFBP-R2 block: -9; CHRM4 antagonist: 5

What do the screens show for `Cc1cc(Cl)n2ncc(-c3ccccc3)c2n1`?
M5 PAM: 5; M1 PAM: 6; CRFBP-R2 agonist: 3.6; M5 antag: 2; CHRM4 agonist: 0; CHRM5 agonist: -6; M4 PAM: 1; CRFBP-R2 block: 34; CHRM4 antagonist: -6

Gathered by group, the entries above containing a Cl atom
Results for CS(=O)(=O)c1ccc(C(=O)Nc2ccccc2Cl)cc1 ?
M5 PAM: -5; M1 PAM: 3; CRFBP-R2 agonist: -2.2; M5 antag: 2; CHRM4 agonist: 1; CHRM5 agonist: -4; M4 PAM: -3; CRFBP-R2 block: -4; CHRM4 antagonist: 3

What do the screens show for `Cc1cc(Cl)n2ncc(-c3ccccc3)c2n1`?
M5 PAM: 5; M1 PAM: 6; CRFBP-R2 agonist: 3.6; M5 antag: 2; CHRM4 agonist: 0; CHRM5 agonist: -6; M4 PAM: 1; CRFBP-R2 block: 34; CHRM4 antagonist: -6

Further compounds.
What do the screens show for `COc1ccc(Br)c(Cn2c(C)c(C(=O)NCc3ccc4c(c3)OCCO4)sc2=O)c1`?
M5 PAM: -7; M1 PAM: -10; M5 antag: 10; CHRM4 agonist: 12; CHRM5 agonist: 2; M4 PAM: -7; CHRM4 antagonist: -2

How did COc1cccc(N2CCN(C(=O)c3[nH]c(C)c(C(C)=O)c3C)CC2)c1 do in these assays?
M5 PAM: -3; M1 PAM: 0; CRFBP-R2 agonist: -1.8; M5 antag: 2; CHRM4 agonist: 2; CHRM5 agonist: -2; M4 PAM: 1; CRFBP-R2 block: -3; CHRM4 antagonist: 3

How did CSc1ccc(-c2cc(=O)c3ccccc3o2)cc1 do in these assays?
M5 PAM: 4; M1 PAM: 15; CRFBP-R2 agonist: -1.5; M5 antag: -2; CHRM4 agonist: 4; CHRM5 agonist: -1; M4 PAM: 0; CRFBP-R2 block: -36; CHRM4 antagonist: -5

What do the screens show for `Cc1[nH]c(C(=O)O)c(C#N)c1C(=O)c1ccccc1`?
M5 PAM: 7; M1 PAM: 9; CRFBP-R2 agonist: 1.9; M5 antag: 5; CHRM4 agonist: 2; CHRM5 agonist: -1; M4 PAM: 3; CRFBP-R2 block: -18; CHRM4 antagonist: -3

Results for COc1ccc(-c2nnc(SCC#N)o2)cc1 ?
M5 PAM: 2; M1 PAM: 2; CRFBP-R2 agonist: -1.5; M5 antag: -1; CHRM4 agonist: 0; CHRM5 agonist: -5; M4 PAM: 4; CRFBP-R2 block: 1; CHRM4 antagonist: 6

Results for CN(C)C(=O)CCc1ccc2c3c([nH]c2c1)[C@]1(C)[C@@H](C(=O)N2CCCCC2)C[C@H](CC(=O)NCc2cccc(C(F)(F)F)c2)C(=O)N1CC3 ?
M5 PAM: -4; M1 PAM: 2; CRFBP-R2 agonist: 3.9; M5 antag: 4; CHRM4 agonist: 5; CHRM5 agonist: 0; M4 PAM: 3; CRFBP-R2 block: -5; CHRM4 antagonist: -29

How did NC(=O)c1cccc(S(=O)(=O)N2CC(c3ccccc3)CC2=O)c1 (configuration not stated) do in these assays?
M5 PAM: -5; M1 PAM: 0; CRFBP-R2 agonist: -1.2; M5 antag: -1; CHRM4 agonist: 7; CHRM5 agonist: 5; M4 PAM: 0; CRFBP-R2 block: 3; CHRM4 antagonist: -12

How did COc1cc(/C=C/C(=O)OCC(=O)NC(=O)NC(C)(C)C)cc(OC)c1OC do in these assays?
M5 PAM: -3; M1 PAM: -1; CRFBP-R2 agonist: -0.9; M5 antag: 0; CHRM4 agonist: 6; CHRM5 agonist: 3; M4 PAM: -3; CRFBP-R2 block: -5; CHRM4 antagonist: 0

How did CCCCCc1c(-c2ccc(Br)cc2)ncn1CCc1ccccc1OC do in these assays?
M5 PAM: -8; M5 antag: -6; CHRM4 agonist: 1; CHRM5 agonist: -5; M4 PAM: -4; CHRM4 antagonist: -9

How did CCCCN(C(=O)c1ccc(S(=O)(=O)N(C)C)cc1)c1nc2ccccc2s1 do in these assays?
M5 PAM: 5; M1 PAM: 0; CRFBP-R2 agonist: -0.8; M5 antag: -7; CHRM4 agonist: -1; CHRM5 agonist: -1; M4 PAM: 4; CRFBP-R2 block: 14; CHRM4 antagonist: -1

Results for COCCn1c(=O)[nH]c2cc(C(=O)NCCCN3CCN(c4ccc(F)cc4)CC3)ccc2c1=O ?
M5 PAM: 1; M1 PAM: 8; CRFBP-R2 agonist: 0.4; M5 antag: -3; CHRM4 agonist: 1; CHRM5 agonist: -9; M4 PAM: -5; CRFBP-R2 block: -60; CHRM4 antagonist: 9

Results for CC(C)c1ccc(-n2nc3ccc(N)cc3n2)cc1 ?
M5 PAM: -2; M1 PAM: 10; CRFBP-R2 agonist: 1.9; M5 antag: 7; CHRM4 agonist: 1; CHRM5 agonist: 0; M4 PAM: 2; CRFBP-R2 block: -7; CHRM4 antagonist: 1

What do the screens show for `Cc1onc(-c2ccc(Cl)cc2)c1-c1ccnn1S(=O)(=O)c1cccc(C(F)(F)F)c1`?
M5 PAM: -7; M1 PAM: 1; CRFBP-R2 agonist: 5.4; M5 antag: 3; CHRM4 agonist: 0; CHRM5 agonist: -1; M4 PAM: -11; CRFBP-R2 block: 4; CHRM4 antagonist: 1

How did Cc1ccc(S(=O)(=O)N(CCC(=O)NCc2ccccc2F)c2ccccc2)cc1 do in these assays?
M5 PAM: -5; M1 PAM: 7; CRFBP-R2 agonist: -0.5; M5 antag: 1; CHRM4 agonist: 2; CHRM5 agonist: 3; M4 PAM: 3; CRFBP-R2 block: 7; CHRM4 antagonist: 0
